# Source: PubChem BioAssay (National Center for Advancing Translational Sciences (NCATS))
# FUS suppressor: qHTS for Suppressors of FUS Proteinopathy: Primary screen using FUS-linked yeast assay. S. cerevisiae FUS-expressing, growth rescue, OD600, 24 h. Potency, µM (top dose mostly 76.6 µM), for the others: top-dose growth rescue (activation), usual class: activators. actives 0.24% (n = 390,000);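 note: potency is the fitted concentration of half-maximal effect; plate controls were DMSO vehicle for no effect and reference control for full effect; nearly all actives have a fitted effect of over 55% in size; some results filed as inactive show a strong effect at the top dose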
#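 Cultures pregrown in 2.5% raffinose medium are shifted to minimal medium containing 2% galactose to express toxic FUS. Compounds are tested at several concentrations. After 24hr at 30C, growth is quantified at 600 nm absorbance.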
# EPAC1 antagonist: qHTS for Antagonist of cAMP-regulated guanine nucleotide exchange factor 3 (EPAC1): primary screen | Rap guanine nucleotide exchange factor 3 (Homo sapiens), O95398 | Potency, µM (highest dose often 115 µM), for the others: at the highest dose activity change, negative = inhibition, usual class: inhibitors | EPAC1 GEF assay, Rap1b-BODIPY-GDP exchange fluorescence | AID 720709, 2013 | actives 0.14% (n = 360,000);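 note: potency is the fitted concentration of half-maximal effect; plate controls were vehicle for no effect and positive control for full effect; nearly all actives have a fitted effect of over 50% in size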
# EPAC1 ag: qHTS for Agonist of cAMP-regulated guanine nucleotide exchange factor 3 (EPAC1): primary screen; Rap guanine nucleotide exchange factor 3 (Homo sapiens), O95398; EPAC1 agonist qHTS, biochemical assay; response scale: 100% = response to 6.5 mM cAMP; Potency, µM (titrated, usually from 154 µM), without a hit: top-dose activation, actives largely listed as activators; actives 0.073% (n = 360,000); AID 720707, 2013; note: potency is the fitted concentration of half-maximal effect; nearly all actives have a fitted effect of over 60% in size
#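 Nucleotide exchange by EPAC1 (100 nM) on Rap1B–BODIPY-GDP (250 nM) in the presence of 50 uM GDP is tracked fluorescently at 480/540 nm over 30 min. Signals are normalized to a 6.5 mM cAMP control.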
# PLK1 PBD inh: qHTS for Inhibitors of PLK1-PDB (polo-like kinase 1 - polo-box domain): Primary Screen; Plk1 PBD binding of FITC phosphopeptide, fluorescence polarization; AID 720504, 2013; Serine/threonine-protein kinase PLK1 (Homo sapiens), P53350; Potency, µM, without a hit: max response, negative = inhibition, hits mostly inhibitors; actives 2.8% (n = 360,000); note: potency is the fitted concentration of half-maximal effect; series mostly up to about 57 µM; % is set by controls: 0 for no effect and ±100 for the full control effect; nearly all actives have a fitted effect of over 65% in size
# Target sequence (P53350 whole entry, looked up, the tested form may be a part): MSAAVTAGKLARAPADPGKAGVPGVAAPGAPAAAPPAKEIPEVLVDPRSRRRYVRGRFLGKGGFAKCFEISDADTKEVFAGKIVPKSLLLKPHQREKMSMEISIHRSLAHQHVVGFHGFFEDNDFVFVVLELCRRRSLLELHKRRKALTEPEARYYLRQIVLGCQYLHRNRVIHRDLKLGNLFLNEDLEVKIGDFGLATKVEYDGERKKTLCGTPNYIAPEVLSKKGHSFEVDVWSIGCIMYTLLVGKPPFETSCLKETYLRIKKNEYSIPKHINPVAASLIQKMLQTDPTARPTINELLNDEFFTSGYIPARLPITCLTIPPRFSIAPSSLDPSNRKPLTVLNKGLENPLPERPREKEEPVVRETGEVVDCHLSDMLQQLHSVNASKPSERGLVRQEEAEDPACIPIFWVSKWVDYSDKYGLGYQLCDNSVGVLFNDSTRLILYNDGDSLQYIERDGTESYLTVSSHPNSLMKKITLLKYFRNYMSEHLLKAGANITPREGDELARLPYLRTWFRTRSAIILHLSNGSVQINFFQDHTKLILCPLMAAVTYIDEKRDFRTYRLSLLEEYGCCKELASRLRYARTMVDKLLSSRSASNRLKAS
# IL-2 act: qHTS of IL-2 Activators; IL-2 activation reporter assay, cell-based qHTS; stimulated with anti-CD3/CD4/CD28 beads; in transgenic mouse T cells; activation, % (series mostly up to about 46 µM); actives 0.065% (n = 360,000); in the data active = activation above about 50%; inconclusive = mostly about 30% to 49%; note: 0% is about no effect
#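 Readout is EGFP and DsRed signal by fluorescent plate cytometry after 18 h at 37 degrees C. Transgenic mouse T cells (750/well) received compound for 60 min before bead stimulation (anti-CD3, anti-CD4, anti-CD28); memory T cells served as non-tolerant control.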
# WRN inhibitor: qHTS for Inhibitors of WRN Helicase. Bifunctional 3'-5' exonuclease/ATP-dependent helicase WRN (Homo sapiens), Q14191. WRN helicase unwinding, fluorescent forked duplex, kinetic. Potency, µM (top dose mostly 114 µM), inactives show top-dose activity change, negative = inhibition, actives largely listed as inhibitors. actives 0.46% (n = 360,000). AID 651768, 2012; note: potency is the fitted concentration of half-maximal effect; % is set by controls: 0 for no effect and ±100 for the full control effect; nearly all actives have a fitted effect of over 55% in size
#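 WRN at 20 nM final preincubated with compound 15 min at room temperature; reaction started with 100 nM fluorophore/quencher forked duplex oligonucleotide and 2 mM ATP final. Unwinding followed kinetically by red fluorescence (ex 525, em 598 nm).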
# Abeta rescue: qHTS for compounds that reverse cellular toxicity of Amyloid beta (A-beta) peptide in yeast: Primary Screen; yeast expressing A-beta42, growth rescue, OD600, 48 h; response scale: 0% DMSO, 100% iron-clioquinol control; Potency, µM (top dose mostly 46.1 µM), inactives show at the top dose growth rescue, hits mostly activators; actives 0.063% (n = 410,000); AID 1347071, 2019; note: potency is the fitted concentration of half-maximal effect; nearly all actives have a fitted effect of over 55% in size
#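 Yeast growth medium received pinned compounds, then yeast cells expressing toxic A-beta were added; plates incubated at 30 C for 48 hr. Growth read as absorbance at 600 nm, normalized to DMSO and equimolar FeCl3 plus clioquinol controls.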
# PI5P4Ka inh: qHTS for Inhibitors of phosphatidylinositol 5-phosphate 4-kinase (PI5P4K). actives 1.2% (n = 330,000). max response, %. PI5P4Kalpha enzyme, ADP-Glo luminescence, 60 min; stronger effect = lower value; active = max response of -50% or lower; inconclusive = between -30% and -50%; inactive = -30% or higher; note: value at the top dose of about 77 µM; % is set by controls: 0 for no effect and ±100 for the full control effect
# Target sequence (P48426 whole entry, looked up): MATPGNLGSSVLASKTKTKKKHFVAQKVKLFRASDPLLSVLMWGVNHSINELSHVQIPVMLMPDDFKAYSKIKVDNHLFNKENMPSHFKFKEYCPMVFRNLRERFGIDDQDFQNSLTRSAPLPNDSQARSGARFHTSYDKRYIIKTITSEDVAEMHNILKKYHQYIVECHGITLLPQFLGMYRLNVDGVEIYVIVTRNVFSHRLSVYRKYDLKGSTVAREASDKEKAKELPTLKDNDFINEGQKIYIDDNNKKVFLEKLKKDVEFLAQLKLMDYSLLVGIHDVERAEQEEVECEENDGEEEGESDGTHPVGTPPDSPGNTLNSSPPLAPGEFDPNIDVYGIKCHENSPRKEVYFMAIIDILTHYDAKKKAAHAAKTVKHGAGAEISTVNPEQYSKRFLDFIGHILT
#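 Reactions run in 0.038 M HEPES pH 7.4, 0.28 mM EGTA, 0.1% CHAPS and 5% DMSO, with PI5P4Kalpha, substrate, compound and 5 microM ATP final, one hour at room temperature. Readout is ADP-Glo luminescence.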
# aSyn rescue: qHTS of alpha-syn Inhibitors | Potency, µM (highest dose often 46.1 µM), without a hit: top-dose growth rescue (activation), hits mostly activators | actives 0.14% (n = 370,000) | Yeast expressing alpha-synuclein, growth rescue, BacTiter-Glo, 24 h; note: potency is the fitted concentration of half-maximal effect; % of control where 0% means no effect; nearly all actives have a fitted effect of over 65% in size
#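 Galactose-induced alpha-syn yeast (OD600=0.02, raffinose-pregrown) + pinned cpd, 24 hr, 30 deg C; growth by BacTiter-Glo luminescence. Growth restoration scores as activation.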
# Active calls of the source: *; u = inconclusive; x = no result given; & = joins results of further samples; [ ] = dose if it differs, or a comment. Unless noted, calls come from the whole dose curve; as a rule, active = well fitted curve in the direction sought with a large enough effect; inconclusive = small, poorly fitted or top-dose-only effect, or another doubt; inactive = no such curve, though single readings can be large; an effect the other way counts as inactive or inconclusive.
SMILES,FUS suppressor,EPAC1 antagonist,EPAC1 ag,PLK1 PBD inh,IL-2 act,WRN inhibitor,Abeta rescue,PI5P4Ka inh,aSyn rescue
CC12CC(NC(=O)N1c1ccc(C(=O)N3CCN(c4ccc(F)cc4)CC3)cc1)c1ccccc1O2 (stereo unspecified),36.6%,8.5%,-3.9%,-25.3%,-0.6,2.7%,3.0%,0.5,6.2%
O=C(COC(=O)c1ccc(Cl)c(S(=O)(=O)N2CCCCC2)c1)NCC1CCCO1 (stereo unspecified),4.6%,-26.5%,5.8%,-4.8%,0.0,-9.6%,-2.8%,8.1,-0.6%
COc1ccc(NC(=O)c2cccnc2NCCc2ccccc2)cc1,9.4%,51.8%[activator],56.2µM*,2.4%,-0.3,-27.6%,-7.9%,-9.7,-9.9%
CCC(Sc1nc2ccncc2[nH]1)C(=O)Nc1ccc(C)c(Cl)c1 (stereo unspecified),-2.3%,-12.1%,-5.7%,0.6%,-1.2,-15.5%,1.6%,2.2,19.3%
CCOC(=O)C1CCN(C(=O)CN(c2ccc(OC)cc2)S(=O)(=O)c2c(C)nn(C)c2C)CC1,-2.6%,0.3%,-11.5%,-6.4%,-2.9,-10.3%,-0.3%,0.1,1.7%
CCCC(C)C(=O)NCc1ccc2c(c1)OCO2 (stereo unspecified),-27.8%,1.5%,7.9%,-4.6%,0.2,2.1%,-6.2%,-0.5,9.0%
COC(=O)c1ccc(CNC(=O)CNC(=O)c2sc3ccccc3c2Cl)cc1,17.8%,-11.3%,7.1%,-13.6%,-2.6,-5.7%,-3.3%,-1.7,-0.5%
COc1cc(C(=O)NC(=S)N(C)Cc2ccccc2)cc(OC)c1OC,0.7%,-18.4%,-3.4%,-4.9%,-1.7,1.8%,-2.8%,-8.5,0.2%
O=[N+]([O-])c1cccc(/C([O-])=C(/C(=S)Nc2ccccc2)[n+]2ccccc2)c1,x,3.0%,-4.2%,-12.6%,0.8,-23.3%,16.3%,-17.1,4.9%
COc1ccc(OC)c(NC(=O)CCNS(=O)(=O)c2cccc3nonc23)c1,-9.6%,5.2%,0.0%,2.5%,0.6,-2.1%,2.5%,-9.4,0.4%
Cc1nc2ccc(Br)cc2c(=O)n1Cc1cccs1,21.1%,9.5%,-8.9%,1.0%,-0.2,7.4%,-6.1%,4.1,4.2%
CC[N+](C)(CC)CC(=O)OCC1C(C)C=C(C)CC1C (stereo unspecified),13.3%,0.8%,-3.3%,-14.2%,-2.9,-5.4%,-17.7%,-11.0,-4.3%
CC(C)CN(C(=O)c1cccs1)C1CCS(=O)(=O)C1 (stereo unspecified),-24.0%,-0.4%,12.7%,4.2%,-0.1,4.4%,-4.2%,2.0,1.4%
O=C(NCc1ccco1)c1ccccc1Nc1ccc(F)cc1,7.9%,-1.9%,26.3%,-8.3%,-2.7,-10.7%,19.7%,-14.8,-5.2%
Cc1c(C)n2c(SCC(=O)N3CCN(c4ccccc4)CC3)nnc2[nH]c1=O,-7.8%,12.6%,-2.0%,-1.4%,-3.3,2.6%,-10.8%,-1.6,1.3%
Cc1ccc(SCCC(=O)NCCSCc2ccco2)cc1,18.9%,-18.1%,-7.4%,-9.3%,-2.7,-17.9%,19.1%,-8.7,14.3%
CCc1ccc(CNC(=O)C2CCN(c3nnc(C)c4c(C)n(-c5ccc(C)cc5)nc34)CC2)cc1,28.2%&-5.9%,4.4%,0.2%,-13.4%,-3.8,-0.1%,-22.0%&-16.8%,-13.7,-11.7%
Cc1ccc(C(=O)Nc2nnc(-c3ccncc3)o2)cc1,3.3%,-12.3%,-2.2%,1.0%,-3.0,-17.1%,18.3%,-4.3,8.1%
CNC(=S)N(CCc1ccc(OC)c(OC)c1)Cc1cc2c(C)cc(C)cc2[nH]c1=O,10.4%,-12.4%,1.3%,4.0%,1.0,-9.9%,-12.9%,1.8,-2.6%
Cc1cc(NC(=O)c2ccco2)c(=O)n(Cc2cccc(C(F)(F)F)c2)c1,9.9%,-20.0%,10.4%,-9.9%,-0.4,-6.9%,4.6%,3.2,1.9%
COc1cccc(S(=O)(=O)N(C)C[C@@H]2OCc3cnnn3CCCC(=O)N([C@H](C)CO)C[C@@H]2C)c1,-2.6%,5.7%,-5.1%,-7.3%,-1.4,4.1%,5.1%,1.3,0.4%
Cc1c(O)c(CN2CCCC2)cc2c3c(c(=O)oc12)CCC3,15.3%,0.1%,6.2%,-9.9%,-0.9,-3.1%,4.6%,x,-12.9%
CCn1nc(C)c(NS(=O)(=O)c2ccccc2)c1C,-29.7%,-0.4%,8.2%,-1.1%,-0.9,-10.5%,3.8%,x,-1.0%
Cc1ccc2cc(C(=O)O)c(C)nc2c1,-69.7%,1.3%,-5.2%,0.6%,-3.8,-12.6%,-3.4%[9.22 µM],-8.1,-12.7%
COc1ccc(C(=O)C2CCCN(Cc3c(F)ccc(F)c3F)C2)c(OC)c1 (stereo unspecified),4.2%,-22.6%,11.0%,-22.2%,0.7,7.3%,6.1%,2.2,7.2%
O=C1CCN(C(=O)c2ccccc2)C2CCCCC12 (stereo unspecified),26.7%,-2.5%,-2.3%,-0.8%,1.4,-14.8%,8.9%,0.3,-6.9%
CCOC(=O)CC(=O)Nc1nnc(CC(C)C)s1,9.7%,-2.6%,1.4%,-3.5%,-0.9,-6.0%,10.8%,-0.2,-6.8%
Cc1cccc(NS(=O)(=O)c2cc3c4c(c2)CC(=O)N4CCC3)c1C,u,-14.2%,-8.0%,-3.7%,-0.3,-14.3%,-11.0%,5.2,6.2%
CC(OC(=O)c1cc(S(=O)(=O)N2CCOCC2)ccc1F)C(=O)NC1CCCCC1C (stereo unspecified),13.9%,-1.6%,-23.7%,5.0%,0.4,7.6%,0.3%,-1.4,-0.8%
N#C/C(=C\c1ccc(C(=O)O)cc1)S(=O)(=O)c1cc(Br)ccc1Br,2.2%,17.8%,8.2%,10.6µM*,-1.4,-26.0%,-0.4%,u,-0.6%
c1ccc(-c2ccc(CNC3CC3)cc2)cc1,-16.0%,-5.1%,9.4%,-2.3%,-0.1,-8.8%,0.0%,4.3,-4.4%
Nc1nc(SCC(=O)Nc2ccc(Cl)c([N+](=O)[O-])c2)n[nH]1,-7.3%,4.4%,4.9%,-3.6%,0.2,2.6%,11.2%,-4.5,-4.9%
Cc1nc(C)c(-c2ccnc(/N=C/NO)n2)s1,0.4%,-11.5%,1.6%,-18.7%,-0.4,-6.7%,-13.1%,4.1,-0.4%
Cc1nnc(SCC(=O)Nc2ccccc2C(=O)NC2CC2)s1,0.1%,0.2%,1.2%,-3.2%,1.6,3.4%,11.6%,1.4,2.2%
CC(=NCc1ccco1)c1c(C(F)(F)F)[nH]n(-c2nc3ccccc3s2)c1=O,23.4%,10.7%,-15.1%,-3.0%,-0.9,5.2%,-29.2%,-15.2,-19.7%
Cc1cc(N/N=C/c2ccc(Cl)cc2Cl)nc(NCc2ccccc2)n1,x,-10.4%,0.2%,2.3%,-0.3,-1.9%,-87.6%[inhibitor],0.3,-28.5%
N#C/C(=C/c1ccc(N2CCOCC2)o1)c1nc2ccccc2[nH]1,2.5%,-7.4%,89.1µM*,100.6%[activator],24.6,56.2µM*,16.3%,-21.4,-6.1%
Cc1ccc(N(CC(O)Cn2c3ccccc3c3ccccc32)S(C)(=O)=O)cc1 (stereo unspecified),40.9%,-14.8%,u,-7.0%,-1.9,-18.1%,u,x,u
O=C(O)c1ccc(NCCC2=CCCCC2)c([N+](=O)[O-])c1,-1.3%,5.5%,13.7%,-16.5%,0.2,-8.7%,-2.6%,-28.0,0.7%
CCOc1ccccc1NC(=O)CN(c1ccc(OC)cc1)S(=O)(=O)c1c(C)[nH]c(=O)[nH]c1=O,8.0%,-2.9%,7.9%,-6.9%,-2.8,-7.1%,-3.4%,1.5,-1.4%
COc1ccc([C@H]2CC(=O)C=C(c3cccc(CO)c3)C2)cc1,7.3%,0.4%,-19.8%,3.8%,-1.6,-0.3%,9.4%,-2.5,1.7%
Cc1cc2ncn(CC(O)COC3CCCCC3)c2cc1C (stereo unspecified),-4.1%,4.8%,-7.4%,0.2%,0.2,2.9%,0.8%,12.0,1.3%

# Full records as entered above. Order of values: FUS suppressor	EPAC1 antagonist	EPAC1 ag	PLK1 PBD inh	IL-2 act	WRN inhibitor	Abeta rescue	PI5P4Ka inh	aSyn rescue
# `COc1ccc(OC)c(NC(=O)CCNS(=O)(=O)c2cccc3nonc23)c1` reads -9.6%	5.2%	0.0%	2.5%	0.6	-2.1%	2.5%	-9.4	0.4%
# `O=C(NCc1ccco1)c1ccccc1Nc1ccc(F)cc1` reads 7.9%	-1.9%	26.3%	-8.3%	-2.7	-10.7%	19.7%	-14.8	-5.2%
# `CCC(Sc1nc2ccncc2[nH]1)C(=O)Nc1ccc(C)c(Cl)c1` (stereo unspecified) reads -2.3%	-12.1%	-5.7%	0.6%	-1.2	-15.5%	1.6%	2.2	19.3%
# `CC(=NCc1ccco1)c1c(C(F)(F)F)[nH]n(-c2nc3ccccc3s2)c1=O` reads 23.4%	10.7%	-15.1%	-3.0%	-0.9	5.2%	-29.2%	-15.2	-19.7%
